12-LOX inh = blocks human arachidonate 12S-lipoxygenase; purified 12hLO, xylenol orange hydroperoxide absorbance; actives 1.1% (n = 580,000); Potency, µM (highest dose often 108 µM), inactives show at the highest dose activity change, negative = inhibition, usual class: inhibitors; note: potency is the fitted concentration of half-maximal effect; % is set by controls: 0 for no effect and ±100 for the full control effect
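Hydroperoxide product was detected by ferrous iron/xylenol orange as the 573 to 405 nm absorbance ratio. Arachidonic acid at 40 uM (final) was turned over for 30 min at room temperature by 150 nM human 12hLO, pH 7.0 Hepes buffer, after 15 min compound preincubation.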
POLB inh = blocks human DNA polymerase beta activity; P06746; Pol beta primer extension/strand displacement, fluorescence kinetic; Potency, µM (series often up to 114 µM), for inactives: at the highest dose activity change, negative = inhibition, usual class: inhibitors; actives 1.3% (n = 340,000); AID 485314; note: potency is the fitted concentration of half-maximal effect; % is set by controls: 0 for no effect and ±100 for the full control effect
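Enzyme-only controls used 10 nM Pol beta; buffer lacking enzyme served as negative control. Compound preincubated 15 min, then 50 nM substrate added; 0 and 10 min reads at room temperature.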
RGS4 inhibitor = inhibitors of human regulator of G protein signaling 4; P49798; Transcreener GDP fluorescence polarization, RGS4-accelerated GTP hydrolysis; Potency, µM (top dose mostly 114 µM), for inactives: at the highest dose activity change, negative = inhibition, hits mostly inhibitors; actives 0.039% (n = 390,000); AID 504845; note: potency is the fitted concentration of half-maximal effect; % is set by controls: 0 for no effect and ±100 for the full control effect; nearly all actives have a fitted effect of over 75% in size; some results filed as inactive show a strong effect at the top dose
Target sequence (P49798 whole entry, looked up): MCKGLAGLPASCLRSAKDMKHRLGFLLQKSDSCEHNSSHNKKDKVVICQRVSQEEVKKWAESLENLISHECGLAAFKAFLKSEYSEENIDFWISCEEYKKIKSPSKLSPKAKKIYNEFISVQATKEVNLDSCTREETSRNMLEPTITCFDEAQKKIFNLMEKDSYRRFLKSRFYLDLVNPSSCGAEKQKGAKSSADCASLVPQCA
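MLSMR compounds (23 nl, pin-transferred) preincubated 10 min at room temperature with a 500nM (2x) first reagent, then RGS4 at 900nM (2x) plus Transcreener GDP mix added; fluorescence polarization (620/688 nm) read before and after 90 min at 30 °C.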
Pol kappa inh = inhibitors of human DNA polymerase kappa; purified Pol kappa, fluorescent DNA synthesis assay, 10 min; Potency, µM (highest dose often 107 µM), without a hit: at the highest dose activity, negative = inhibition, hits mostly inhibitors; actives 0.53% (n = 400,000); Q9UBT6; note: potency is the fitted concentration of half-maximal effect; % is set by controls: 0 for no effect and ±100 for the full control effect
Target sequence (Q9UBT6 whole entry, looked up): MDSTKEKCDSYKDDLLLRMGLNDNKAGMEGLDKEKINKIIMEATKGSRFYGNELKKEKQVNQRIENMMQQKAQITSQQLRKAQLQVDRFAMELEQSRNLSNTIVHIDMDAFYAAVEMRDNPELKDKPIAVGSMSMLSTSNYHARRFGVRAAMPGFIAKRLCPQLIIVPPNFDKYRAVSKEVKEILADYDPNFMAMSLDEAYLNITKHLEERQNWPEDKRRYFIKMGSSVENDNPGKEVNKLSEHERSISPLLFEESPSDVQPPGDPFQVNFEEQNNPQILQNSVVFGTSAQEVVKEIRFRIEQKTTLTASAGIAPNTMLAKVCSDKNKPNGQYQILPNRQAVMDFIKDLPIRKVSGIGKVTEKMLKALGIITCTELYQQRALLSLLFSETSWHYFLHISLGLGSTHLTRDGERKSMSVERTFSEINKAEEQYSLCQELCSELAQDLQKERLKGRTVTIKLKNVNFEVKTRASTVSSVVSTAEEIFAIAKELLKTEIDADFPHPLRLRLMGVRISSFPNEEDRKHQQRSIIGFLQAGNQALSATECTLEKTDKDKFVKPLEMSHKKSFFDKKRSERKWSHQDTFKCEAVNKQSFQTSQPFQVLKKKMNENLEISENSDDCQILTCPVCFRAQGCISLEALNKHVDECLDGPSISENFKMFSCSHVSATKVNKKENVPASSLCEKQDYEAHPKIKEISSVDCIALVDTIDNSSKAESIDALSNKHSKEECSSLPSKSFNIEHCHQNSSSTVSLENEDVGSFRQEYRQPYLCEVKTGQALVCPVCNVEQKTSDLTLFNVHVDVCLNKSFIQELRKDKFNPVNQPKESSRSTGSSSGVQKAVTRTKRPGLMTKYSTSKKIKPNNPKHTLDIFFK
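10 nM Pol kappa preincubated 15 min at room temperature with compounds, then reaction started with substrate at 50 nM final. Fluorescence read kinetically at 0 and 10 min; buffer-only wells served as negative control.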
APE1 inh = APE1 (human) endonuclease inhibition. P27695. recombinant APE1, TAMRA/BHQ-2 abasic DNA cleavage fluorescence. Potency, µM (top dose mostly 65.8 µM), inactives show at the highest dose activity change, negative = inhibition, hits mostly inhibitors. actives 0.35% (n = 350,000). AID 2517;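 note: potency is the fitted concentration of half-maximal effect; plate controls were vehicle for no effect and reference inhibitor for full effect; nearly all actives have a fitted effect of over 55% in size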
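Measures dequenching upon AP-site incision of a 5'-TAMRA/3'-BHQ-2 THF-containing duplex, 50 nM; human APE1 0.75 nM after 15 min room-temperature exposure to compound; kinetic three-point read at one-minute spacing.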
Anesthetic bind = binds horse apoferritin like a general anesthetic; P02791; apoferritin/1-aminoanthracene competitive binding, fluorescence; Potency, µM (highest dose often 77.5 µM), inactives show at the highest dose activity change, negative = displacement, hits mostly inhibitors; actives 0.074% (n = 350,000); note: potency is the fitted concentration of half-maximal effect; % is set by controls: 0 for no effect and ±100 for the full control effect; nearly all actives have a fitted effect of over 20% in size
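Probe: 1-aminoanthracene (50% saturated, PBS). Protein: horse-spleen apoferritin, 10 uM. Incubation: 10 min, room temperature. Detection: 380 nm excitation, 535 nm emission. Analysis: normalized response, four-parameter Hill.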
LDHA inh = LDHA (human) enzyme inhibition; P00338; purified LDHA, NADH/diaphorase-resazurin fluorescence; stronger effect = lower value; activity change, % (values are at about 110 or 230 µM); actives 0.15% (n = 480,000); in the data active = activity change below about -30%; inconclusive = mostly about -25% to -30%;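 note: plate controls were DMSO wells for no effect and wells without enzyme for full effect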
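Enzyme activity of human lactate dehydrogenase 5 (2 nM; 0.06 mM NADH, 0.2 mM pyruvate, 5 min, RT) is measured via a resazurin/diaphorase fluorescence readout of residual NADH.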
POLH inh = blocks human DNA polymerase eta activity | recombinant Pol eta, fluorescent DNA replication assay | Potency, µM (series often up to 114 µM), for the others: at the highest dose activity change, negative = inhibition, most hits filed as inhibitors | Q9Y253 | actives 1.2% (n = 390,000); note: potency is the fitted concentration of half-maximal effect; % is set by controls: 0 for no effect and ±100 for the full control effect
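Fluorescent replication assay: 50 nM final substrate added after a 15 min room-temperature compound preincubation with 10 nM enzyme. Signal taken at 0 min and again at 10 min.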
ERG-DNA inh = inhibitors of human ERG Ets domain-DNA interaction | fluorescence polarization, His-ERG Ets domain / labelled DNA | actives 0.028% (n = 370,000) | AID 624246 | Potency, µM (series often up to 76.9 µM), without a hit: at the top dose FP activity, negative = inhibition, actives largely listed as inhibitors | P11308; active = well fitted inhibition curve with a large enough effect in the polarisation, with a control signal flat; inconclusive = small, poorly fitted or top-dose-only effect, or effect the other way, or a change in a side signal; inactive = no such curve, though single readings can be large or run the other way; the % refers to the polarisation;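 note: polarization taken with two DNA probes labelled with fluorescein and Texas red; potency is the fitted concentration of half-maximal effect; % of control where 0% means no effect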
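His-tagged ERG Ets domain (1 uM in the protein solution; 300mM KCl, 50mM Tris-HCl, 1mM EDTA, 1mM DTT, pH 7.5) received compound, then a probe mix of 5 nM fluorescein-DNA and 100nM Texas-615-DNA. Fluorescence polarization was read for both dyes.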
* hit, by the source's call; i = inactive; ? = inconclusive; / = no result given; [ ] = dose if it differs, or a comment. Unless noted, calls come from the whole dose curve; as a rule, active = well fitted curve in the direction sought with a large enough effect; inconclusive = small, poorly fitted or top-dose-only effect, or another doubt; inactive = no such curve, though single readings can be large; an effect the other way counts as inactive or inconclusive. These rows are one share of the data; count on the stated rates, not on these rows.

SMILES	12-LOX inh	POLB inh	RGS4 inhibitor	Pol kappa inh	APE1 inh	Anesthetic bind	LDHA inh	POLH inh	ERG-DNA inh
CCOC(=O)c1scc(-c2ccccc2)c1S(=O)(=O)Nc1cc(OC)cc(OC)c1	0%	0%	-8%	0%	/	-8%	0	?	5%
CC(=O)c1ccc(NC(=O)C2C3C=CC(C3=C(c3ccccc3)c3ccccc3)C2C(=O)O)cc1 (centres undefined)	?	8%	-21%	-19%	-1%	-14%	-5	-1%	-4%
COc1ccc(C(CC(=O)O)NC(=O)Nc2ccccc2)cc1OC (centres undefined)	-8%	-2%	-23%	-4%	-3%	-4%	-5	-1%	39%[activator]
COc1ccc(C(=O)C2CCCN(C/C=C/c3ccccc3OC)C2)c(OC)c1 (centres undefined)	?	24%	3%	5%	-3%	-12%	-1	-5%	-13%
COC(=O)C1=C(C)NC(C)=C(C(=O)OC)C1c1ccc(-c2cccc(Cl)c2Cl)o1	0%	4%	-18%	1%	-2%	42%[activator]	-13	-19%	?
COc1ccc2ncc3c(-c4ccccc4)nn(-c4ccc(C)c(C)c4)c3c2c1	-11%	-16%	6%	?	/	44%[activator]	-4	-1%	15%
O=C(Cc1ccccc1)NCC(=O)OCc1ccc([N+](=O)[O-])cc1	-20%	28%	17%	0%	1%	-11%	-8	-13%	-1%
O=C(OCC(=O)N1CCCCC1)c1c[nH]c2ccccc12	148%[activator]	/	7%	-14%	13%	/	-3	-2%	/
N#Cc1cn(-c2ccccc2)nc1-c1cc2ccccc2oc1=O	0%	0%	-43%	5%	-1%	-3%	-3	-13%	-1%
NC(=O)NC(=O)COC(=O)CC12CC3CC(CC(C3)C1)C2	-2%	13%	14%	-13%	-1%	?	0	3%	-4%
CCOC(=O)COc1ccc2c(=O)cc(-c3ccccc3)oc2c1	i	28%	-24%	12%	-7%	-1%	-3	7%	3%
CCc1ccc2oc(-c3ccc(C)c(NC(=O)c4cc([N+](=O)[O-])ccc4N4CCOCC4)c3)nc2c1	0%	3%	2%	-9%	/	-19%	1	-22%	1%
COc1ccc(C(=O)c2ccc([N+](=O)[O-])cc2Cl)cc1	-4%	5%	4%	-6%	12%	-16%	0	4%	4%
CC(C)Oc1ccc(CNC(=O)Cn2ccc3cc(S(=O)(=O)N4CCCC4)ccc32)cc1	12%	2%	-5%[56.9 µM]	1%	13%	2%	-1	-16%	5%
CCOC(=O)[C@H]1[C@H]2COc3ccc(OC)cc3[C@@H]2N2C(=O)CN(Cc3ccco3)C(=O)[C@@]12C	-19%	/	9%	1%	14%	/	-3	-3%	-2%
Cc1[nH]c2ccc(F)cc2c1CCN(Cc1cccnc1)C(=S)Nc1ccc(F)cc1	4%	12%	-23%	-6%	-4%	-5%	-2	?	-19%
COc1ccc(Br)cc1C(=O)NC(=S)Nc1ccc(CN2CCOCC2)cc1	-8%	-6%	-29%	-16%	-20%	?	-5	-1%	0%
O=S(=O)(Nc1ccc(-c2ccc(N3CCCC3)nn2)cc1)c1ccc(OC(F)(F)F)cc1	-27%	0%	-9%	-15%[60.1 µM]	/	-11%	-2	-2%	-1%
CCOc1ccc(N2CC(NC(=O)c3ccc(S(=O)(=O)N4CCCC4)cc3)CC2=O)cc1 (centres undefined)	-25%	3%	-3%	-6%[60.1 µM]	/	-10%	-10	-12%	4%
COCCNC(=O)C(c1cccnc1)N(Cc1ccccc1)C(=O)Cn1nnc2ccccc21 (centres undefined)	-13%	9%	-9%	12%	0%	-3%	2	-8%	7%
CC1CCC(NC(=O)CN2CCC(n3nnc4cc(F)ccc43)CC2)CC1 (centres undefined)	0%	1%	49%	-11%	10%	?	2	1%	0%
Cc1cc(C)c(-c2csc(NC(=O)c3cc([N+](=O)[O-])ccc3N3CCOCC3)n2)c(C)c1	-12%	?	9%	0%	-3%	-11%	-6	-12%	11%
C/C(Sc1nnc(Cc2ccccc2)o1)=C(/O)c1ccccc1	-3%	26%	-21%	-5%	-1%	?	1	1%	-2%
CCOc1ccc(NC(=O)CN(C)C(=O)c2ccc3[nH]c4c(c3c2)CC(C)CC4)cc1OCC (centres undefined)	/	/	-21%	-12%	-25%	/	4	-23%	-1%
COc1ccc(-n2c(N)c(C#N)c3ccc([N+](=O)[O-])cc3c2=O)cc1	0%	4%[57.1 µM]	-15%	-7%	27%	10%	29	?	-15%
Cn1c(SCc2nc3ccccc3[nH]2)nnc1-c1cccnc1	12%	12%	-14%	-8%	1%	-19%	1	-18%	3%
CCC(C)c1ccccc1NC(=O)COC(=O)C1=NN(c2ccccc2)C(=O)CC1 (centres undefined)	-16%	/	-6%	-4%	5%	/	-9	-19%	6%
Nc1ccc(Nc2nc(-c3ccncc3)cs2)cc1	-4%	-9%	-27%	-5%	2%	-21%	0	-8%	7%
Cc1ccc(C(C(=O)NCc2ccco2)N(C(=O)CNC(=O)c2cccs2)c2c(C)cccc2C)cc1 (centres undefined)	?	1%	5%	-14%	?	3%	-5	9%	11%
CCC(=O)N1CCc2cc(Br)cc(S(=O)(=O)CC(=O)OC)c21	/	13%	-28%	-7%	-3%	-18%	-4	-23%	-3%
CCOc1cc(S(=O)(=O)N2CCCC2)ccc1Cl	-5%	0%	-8%	-4%	-4%	?	-5	-8%	/
CC(C)(C)OC(=O)C[C@@H]1C/C=C\C[C@H](CC(=O)NCCO)C(=O)NC[C@@H](c2ccccc2)OC1=O	?	/	17%	2%	11%	/	-1	-1%	11%
O=C(NC1CCCCC1)C(=O)c1c[nH]c2ccccc12	6%	1%	-4%	1%	12%	4%	-3	-8%	4%
CCOc1ccc(NC(=O)CN2CCN(CC(=O)Nc3ccc(C(N)=O)cc3)CC2)cc1	6%	?	-15%	-8%	-1%	5%	0	11%	9%
COc1ccc(Cc2nc3ccc(C(=O)NCCc4ccc(Cl)cc4)cc3o2)cc1	-24%	2%	1%	-1%[60.1 µM]	/	-12%	-2	-2%	5%
CCN(Cc1ccccc1)S(=O)(=O)c1cc2c3c(c1)CCN3C(=O)CC2	-4%	/	-27%	1%	-18%	/	0	-11%	3%

Individual results from the list.
`Cn1c(SCc2nc3ccccc3[nH]2)nnc1-c1cccnc1` | Pol kappa inh = -8%
`CCC(C)c1ccccc1NC(=O)COC(=O)C1=NN(c2ccccc2)C(=O)CC1` (centres undefined) | RGS4 inhibitor = -6%

Random excerpt: two records from the list
SMILES	12-LOX inh	POLB inh	RGS4 inhibitor	Pol kappa inh	APE1 inh	Anesthetic bind	LDHA inh	POLH inh	ERG-DNA inh
CCOc1ccc(NC(=O)CN2CCN(CC(=O)Nc3ccc(C(N)=O)cc3)CC2)cc1	6%	?	-15%	-8%	-1%	5%	0	11%	9%
CCC(=O)N1CCc2cc(Br)cc(S(=O)(=O)CC(=O)OC)c21	/	13%	-28%	-7%	-3%	-18%	-4	-23%	-3%

Remaining list, next part.
SMILES	12-LOX inh	POLB inh	RGS4 inhibitor	Pol kappa inh	APE1 inh	Anesthetic bind	LDHA inh	POLH inh	ERG-DNA inh
Cc1ccc(S(=O)(=O)Nc2cccc(Cl)c2)cc1NC(=O)c1cccnc1	0%	-17%	-8%	8%	-1%	-12%	-4	-4%	-11%
Cc1c(N=Cc2c(O)n(C)c(=O)c3ccccc23)c(=O)n(-c2ccccc2)n1C	/	20%	9%	-10%	-2%	-6%	-7	-6%	-7%
CC1(c2ccccc2)NC(=O)N(CC(=O)Nc2cccc(C#N)c2)C1=O (centres undefined)	0%	11%	-16%	-1%	16%	?	-11	-16%	6%
CCCCN1C(=O)C(=O)N(CC(=O)N2CCN(c3ccccc3)CC2)C1=O	?	/	-6%	-1%	6%	/	-9	1%	-3%
Cc1ccccc1NC(=O)Cn1cnc2c(oc3nc4c(cc32)CCCC4)c1=O	-20%	-28%	0%	-5%	-2%	-37%	-1	-9%	3%
Cc1cc(=O)oc(C)c1C(=O)NCC(C)NC(=O)c1c(C)cc(=O)oc1C (centres undefined)	163%[activator]	-10%	-12%	6%	13%	-9%	6	-13%	0%
OCc1nc(CO)n(Cc2ccccc2)n1	10%	-29%	49%	-11%	-2%	80%[activator]	-5	-4%	1%

A draw from above in order of length of the SMILES, lowest first.
SMILES	12-LOX inh	POLB inh	RGS4 inhibitor	Pol kappa inh	APE1 inh	Anesthetic bind	LDHA inh	POLH inh	ERG-DNA inh
OCc1nc(CO)n(Cc2ccccc2)n1	10%	-29%	49%	-11%	-2%	80%[activator]	-5	-4%	1%
CC1(c2ccccc2)NC(=O)N(CC(=O)Nc2cccc(C#N)c2)C1=O (centres undefined)	0%	11%	-16%	-1%	16%	?	-11	-16%	6%
Cc1ccccc1NC(=O)Cn1cnc2c(oc3nc4c(cc32)CCCC4)c1=O	-20%	-28%	0%	-5%	-2%	-37%	-1	-9%	3%
COc1ccc(Cc2nc3ccc(C(=O)NCCc4ccc(Cl)cc4)cc3o2)cc1	-24%	2%	1%	-1%[60.1 µM]	/	-12%	-2	-2%	5%
Cc1cc(=O)oc(C)c1C(=O)NCC(C)NC(=O)c1c(C)cc(=O)oc1C (centres undefined)	163%[activator]	-10%	-12%	6%	13%	-9%	6	-13%	0%
Cc1c(N=Cc2c(O)n(C)c(=O)c3ccccc23)c(=O)n(-c2ccccc2)n1C	/	20%	9%	-10%	-2%	-6%	-7	-6%	-7%
